Assay outcomes as filed in PubChem BioAssay.
Menin MLL FP TR: inhibitors of human menin-MLL interaction, mutant MLL peptide. AID 1768. Menin + Texas Red MLL mutant peptide, fluorescence polarization. Potency, µM (series often up to 61.6 µM), inactives show at the highest dose FP activity change, negative = inhibition, usual class: inhibitors. 0.23% of 270,000 active; active = well fitted inhibition curve with a large enough effect in the polarisation, with a control signal flat, not every such curve was filed as active; inconclusive = small, poorly fitted or top-dose-only effect, or effect the other way, or a change in a side signal; inactive = no such curve, though single readings can be large or run the other way; the % refers to the polarisation; also: potency is read from the fitted curve at half-maximal effect; % of control where 0% means no effect; many of its hits are not listed in these tables
USP2a inh: USP2a (human) protease inhibition; O75604; USP2 core, Ub-CHOP2 coupled fluorogenic reporter, 485/531; Potency, µM (titrated, usually from 38.3 µM), without a hit: at the top dose activity change, negative = inhibition, hits mostly inhibitors; 0.01% of 330,000 active;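 also: potency is read from the fitted curve at half-maximal effect; plate controls were DMSO wells for no effect and full inhibition by NEM control for full effect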
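Deubiquitinase activity read as fluorescence (485/531 nm) after Ub-CHOP2 cleavage activates the enterokinase reporter on its substrate; USP2 core 10nM, Ub-CHOP2 and substrate 25nM each, 30min compound preincubation then 60min RT; data normalized to NEM, curves fitted.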
KCNH2 WT inh: KCNH2 (human, wildtype) channel inhibition; U2OS, BacMam KCNH2, thallium flux FluxOr; hits give low values; activity change, % at 1.84 µM; 0.37% of 340,000 active; AID 720551;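 active = maximum activity change below -70%; inconclusive = maximum activity change between -70% and -50%; inactive = maximum activity change above -50%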; also: % is scaled to controls: 0 for no effect and ±100 for the full control effect
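U2OS cells transduced with wild-type KCNH2 virus are loaded with FluxOr dye for 45 min, and thallium flux is measured in kinetic reads before and after stimulation buffer. Rate constants are normalized to DMSO controls.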
PKM2 activator: PKM2 (human) enzyme activation. purified PKM2, Kinase-Glo ATP luminescence, activation; response scale: 0% is enzyme alone, no compound. Potency, µM (series often up to 57.5 µM), for inactives: at the highest dose activation, hits mostly activators. 0.34% of 260,000 active; also: potency is read from the fitted curve at half-maximal effect; % is scaled to controls: 0 for no effect and ±100 for the full control effect; nearly all actives have a fitted effect of over 55% in size
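ATP formation by purified human PK-M2, quantified via coupled luciferase luminescence after 1 h at room temperature with 0.1 mM ADP and 0.5 mM PEP final.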
MBNL1 CUG block: MBNL1-poly(CUG) RNA binding inhibition. Q9NR56. TR-FRET MBNL1-His/biotin-(CUG)12 binding, 665/545 ratio. Potency, µM (series often up to 57.5 µM), for inactives: top-dose activity change, negative = inhibition, usual class: inhibitors. 0.036% of 280,000 active; active = well fitted inhibition curve with a large enough effect in the signal ratio, with a control signal flat, not every such curve was filed as active; inconclusive = small, poorly fitted or top-dose-only effect, or effect the other way, or a change in a side signal; inactive = no such curve, though single readings can be large or run the other way; the % refers to the signal ratio; also: potency is read from the fitted curve at half-maximal effect; % is scaled to controls: 0 for no effect and ±100 for the full control effect
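MBNL1-His + Biotin-(CUG)12, cpd titration 92 nM–58 uM; Tb anti-His Ab 0.055 ng/ul, SA-XL665 5 nM (final); 60 min RT; ratiometric 665/545 nm, Ex 340 nm; normalized to buffer and full-complex controls.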
ASM inhibitor: blocks human secretory acid sphingomyelinase; P17405; placental ASM, HMU-PC fluorogenic substrate, 60 min; Potency, µM (top dose mostly 57.5 µM), for inactives: top-dose activity change, negative = inhibition, hits mostly inhibitors; 0.006% of 340,000 active; also: potency is read from the fitted curve at half-maximal effect
Target sequence (P17405 47-631 limits assumed): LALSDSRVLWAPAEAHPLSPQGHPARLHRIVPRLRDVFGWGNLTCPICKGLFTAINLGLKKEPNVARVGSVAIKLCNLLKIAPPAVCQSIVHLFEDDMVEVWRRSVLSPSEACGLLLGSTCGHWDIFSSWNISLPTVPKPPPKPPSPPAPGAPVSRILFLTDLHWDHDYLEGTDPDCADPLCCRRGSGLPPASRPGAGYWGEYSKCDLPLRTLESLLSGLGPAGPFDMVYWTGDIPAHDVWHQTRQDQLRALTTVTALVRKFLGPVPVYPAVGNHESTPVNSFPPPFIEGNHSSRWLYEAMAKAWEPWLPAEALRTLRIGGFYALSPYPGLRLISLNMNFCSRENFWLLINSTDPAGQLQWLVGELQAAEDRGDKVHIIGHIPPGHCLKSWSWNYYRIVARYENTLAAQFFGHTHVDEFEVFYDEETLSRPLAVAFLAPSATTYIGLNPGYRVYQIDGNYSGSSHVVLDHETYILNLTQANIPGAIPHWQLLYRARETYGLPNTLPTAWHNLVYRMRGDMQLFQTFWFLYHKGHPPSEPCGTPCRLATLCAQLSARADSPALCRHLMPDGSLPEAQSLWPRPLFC
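Steps: dispense placental human ASM, pin compound, wait 10 min at room temperature, add HMU-PC0 substrate at 9 uM final, incubate 60 min at 37 °C, add stop solution raising pH to 10, read fluorescence.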
Mito fusion yeast: inhibitors of mitochondrial division or activators of mitochondrial fusion | S. cerevisiae fusion-defective mutant growth rescue, CellTiterGlo 48 h | Potency, µM (highest dose often 46.1 µM), without a hit: at the highest dose growth rescue (activation), hits mostly activators | 0.23% of 320,000 active | AID 485298;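 also: potency is read from the fitted curve at half-maximal effect; % of control where 0% means no effect; nearly all actives have a fitted effect of over 45% in size; temperature-sensitive fusion mutants such as fzo1-1 at 37 °C on non-fermentable ethanol glycerol medium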
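Growth-rescue viability read-out: after 48 h at the non-permissive 37C in glycerol/ethanol YPEG, yeast mitochondrial fusion mutants are measured by CellTiterGlo luminescence; compounds (23 nl pinned per well) restoring growth score as division inhibitors or fusion activators.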
Chronic BCR inh: inhibitors of chronic active B-cell receptor signaling; Potency, µM (doses to about 46.1 µM), without a hit: at the highest dose ratio change, negative = lower green/red ratio, usual class: inhibitors; 0.05% of 340,000 active; AID 493014; ABC-DLBCL IkBa-CBG/CBR reporter, luminescence ratio, 4 h; active = well fitted inhibition curve with a large enough effect in the signal ratio, with a control signal flat, not every such curve was filed as active; inconclusive = small, poorly fitted or top-dose-only effect, or effect the other way, or a change in a side signal; the % refers to the signal ratio;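 also: potency is read from the fitted curve at half-maximal effect; plate controls were basal doxycycline-induced cells for no effect and cells given 10 µM MG132 for full effect; MG132 reads +100%, hits lower the ratio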
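Doxycycline induced both beetle luciferases in TMD8 lymphoma cells; IKK-driven degradation limits the IkappaBalpha-fused green signal, while red luminescence normalises for cell number and nonspecific effects. Compounds tested up to 46 uM, 4 hrs.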
TSHR antag: blocks TSH signaling through the human TSH receptor; TSHR-expressing cells, TSH-stimulated cAMP HTRF, 2 h; hits give low values; P16473; AID 504810; 0.2% of 330,000 active; activity change, negative = inhibition, % at 11.5 µM;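 active = activity change below a set negative limit, meaning inhibition stronger than a set level, cut at about -70% in these data; inconclusive = activity change between two set negative limits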; also: % is scaled to controls: 0 for no effect and ±100 for the full control effect
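Read-out is FRET at 665 nm (cryptate excitation 337 nm) from a cryptate-tagged anti-cAMP antibody, competed by cell cAMP against cAMP-d2. Compounds are tested on freshly harvested TSHR cells challenged with 4nM TSH (EC80) for 2 hours at 37 deg C.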
Eya2 inh: inhibitors of human Eya2 phosphatase activity; 0.006% of 330,000 active; recombinant Eya2, OMFP fluorescence dephosphorylation (OMFP is methylfluorescein phosphate); O00167; Potency, µM (highest dose often 76.9 µM), for the others: at the top dose activity, negative = inhibition, most hits filed as inhibitors; also: potency is read from the fitted curve at half-maximal effect; % is scaled to controls: 0 for no effect and ±100 for the full control effect
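Eya2 (0.2 uM) preincubated 10 min at ambient with compound, then OMFP substrate added at 50 uM; 10 min reaction in 50 mM HEPES pH 7.5, 50 mM NaCl, 5 uM MgCl2, 0.05% BSA, 1 mM DTT. Fluorescence read at Ex 485/Em 525 nm.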
GALK inhibitor: galactokinase (human) inhibition; Purified GALK, Kinase-Glo residual ATP luminescence; 0.007% of 270,000 active; AID 1868; Potency, µM (doses to about 57.5 µM), for inactives: top-dose activity change, negative = inhibition, most hits filed as inhibitors; P51570; also: potency is read from the fitted curve at half-maximal effect; % is scaled to controls: 0 for no effect and ±100 for the full control effect
Target sequence (P51570 whole entry, looked up): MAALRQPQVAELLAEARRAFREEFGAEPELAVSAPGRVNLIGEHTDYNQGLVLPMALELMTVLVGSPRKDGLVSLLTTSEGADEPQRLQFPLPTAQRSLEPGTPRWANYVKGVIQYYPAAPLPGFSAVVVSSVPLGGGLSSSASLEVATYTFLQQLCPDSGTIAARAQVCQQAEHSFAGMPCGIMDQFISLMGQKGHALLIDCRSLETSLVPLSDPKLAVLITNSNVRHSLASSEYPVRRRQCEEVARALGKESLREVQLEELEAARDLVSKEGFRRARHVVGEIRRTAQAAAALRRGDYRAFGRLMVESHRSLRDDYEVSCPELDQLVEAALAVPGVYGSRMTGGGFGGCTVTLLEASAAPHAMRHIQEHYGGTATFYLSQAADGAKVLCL
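5 nM enzyme, 35 uM ATP, 100 uM galactose, 20 mM HEPES pH8.0, 5 mM MgCl2; 1 h RT; residual ATP by Kinase-Glo Plus luminescence, qHTS format.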
An asterisk follows results filed as active; ? = inconclusive; / = not tested or not shown; [ ] = another dose, or the depositor's remark. Unless noted, calls follow the shape of the dose curve; as a rule, active = well fitted curve in the direction sought with a large enough effect; inconclusive = small, poorly fitted or top-dose-only effect, or another doubt; inactive = no such curve, though single readings can be large; an effect the other way counts as inactive or inconclusive. An excerpt; count on the stated rates, not on these rows.

SMILES	Menin MLL FP TR	USP2a inh	KCNH2 WT inh	PKM2 activator	MBNL1 CUG block	ASM inhibitor	Mito fusion yeast	Chronic BCR inh	TSHR antag	Eya2 inh	GALK inhibitor
CCCCc1ccc(CC(=O)O)cc1	-5%	1%	-9	-1%	-21%	8%	-1%	5%	2	0%	1%
COc1ccc(-c2nnc(N3CCCCC3)c3ccccc23)cc1	?	0%	7	?	-6%	0%	-2%	13%	-15	-10%	-3%
CC1CCCCN1CCCNC(=O)Cn1c(=O)c2cccn2c2ccccc21 (stereo not drawn)	/	2%	0	/	2%	0%	1%	-2%	2	-7%	-4%
Cc1onc(-c2ccccc2)c1C(=O)NC(C)C	0%	3%	-30	-2%	0%	3%	3%	?	9	13%	2%
CC(=O)c1c(N2CCN(c3ccc(F)cc3)CC2)nc(=S)n(Cc2ccccc2)c1C	0%	-1%	-8	1%	-5%[11.5 µM]	-2%	7%	3%	3	3%	/
Cc1cccc(OCc2nnc(SCC(=O)NCC3CCCO3)n2C)c1 (stereo not drawn)	-1%	3%	4	-5%	1%	1%	-7%	5%	-3	-3%	-2%
COc1ccc(-c2cc(N)n(S(=O)(=O)Cc3ccccc3)n2)c(OC)c1	15%	-16%	-3	10%	9%	3%	4%	?	0	-13%	0%
O=C(CNC(=O)C1COc2ccccc2O1)N/N=C\c1ccc(Cl)cc1 (stereo not drawn)	/	2%	2	0%	/	-7%	-3%	14%	0	22%	0%
COc1ccc(OC)c(S(=O)(=O)N2CCCCC2C(=O)O)c1 (stereo not drawn)	8%	-9%	21	-2%	-8%	-1%	-1%	?	3	11%	2%
O=C(Nc1ccc(Cl)c(S(=O)(=O)N2CCCCC2)c1)c1cccnc1	/	3%	1	/	/	-3%	-1%	-1%	-19	8%	/
COC(=O)c1cc(C(=O)NNC(=O)c2ccc3c(c2)OCO3)cc([N+](=O)[O-])c1	/	-1%	6	/	/	0%	6%	?	31	6%	/
CCOc1ccc(OCC(=O)Nc2cc3c(cc2C(=O)O)OCCCO3)cc1	?	-1%	-1	8%	-1%	-6%	6%	8%	-15	4%	-1%
c1ccc(COc2ccc(-c3csnn3)cc2)cc1	?	0%	-14	1%	-14%	0%	-2%	?	37	13%	-1%
O=C(NCC(c1ccco1)N1CCCC1)c1ccc(Cl)cc1 (stereo not drawn)	-5%	1%	5	2%	2%	3%	-2%	19%	-1	8%	-1%
O=C(NNS(=O)(=O)c1ccc(Br)cc1)c1cccs1	24%	-1%	3	2%	-1%	-3%	12%	-1%	15	1%	2%
Cc1ccccc1COC(=O)c1cc([N+](=O)[O-])ccc1N1CCOCC1	/	-2%	11	-3%	?	-14%	10%	-11%	-10	-8%	-6%
COc1ccc(CCNC(=O)Cc2ccc(Cl)cc2)cc1OC	-1%	1%	-44	-3%	-5%	1%	-1%	-12%	-6	-5%	-1%
CCC(C)NS(=O)(=O)c1ccc(NS(=O)(=O)c2ccccc2[N+](=O)[O-])cc1 (stereo not drawn)	10%	1%	-10	5%	-16%	3%	5%	1%	6	1%	4%
COc1ccc(CNc2nccs2)cc1	18%	7%	-6	0%	1%	-15%	-6%	0%	-6	1%	0%
CN(C)/C=C/C(=O)c1ccc(N2CCN(c3ncc(C(F)(F)F)cc3Cl)CC2)cc1	1%	4%	-8	2%	2%	104%	-2%	8%	-1	4%	0%
CCC(C)NC(=O)c1ccccc1C(=O)NC(C)CC (stereo not drawn)	-9%	0%	23	-1%	3%	2%	-4%	7%	2	-6%	-2%
COC(=O)c1cccc(NS(=O)(=O)c2ccc(OC)c(C(=O)N3CCOCC3)c2)c1C	2%	-1%	-11	4%	4%	16%	0%	3%	7	12%	8%
Cc1ccc(N2C(=O)CC(NNc3nc4ccccc4s3)C2=O)cc1 (stereo not drawn)	4%	0%	12	6%	-2%	1%	10%	6%	9	1%	1%
CCc1nc2ccc(F)cc2c(C(=O)NC2CCCCC2C)c1C (stereo not drawn)	9%	1%	-3	6%	2%	-6%	-4%	-2%	-5	-6%	0%
CCC(C)C(=O)Nc1cc(C(=O)OC)ccc1C(=O)OC (stereo not drawn)	/	-6%	17	13%	2%	-9%	23%	?	-10	-28%	0%

Next part (two carried over from the part before).
SMILES	Menin MLL FP TR	USP2a inh	KCNH2 WT inh	PKM2 activator	MBNL1 CUG block	ASM inhibitor	Mito fusion yeast	Chronic BCR inh	TSHR antag	Eya2 inh	GALK inhibitor
CCc1nc2ccc(F)cc2c(C(=O)NC2CCCCC2C)c1C (stereo not drawn)	9%	1%	-3	6%	2%	-6%	-4%	-2%	-5	-6%	0%
CCC(C)C(=O)Nc1cc(C(=O)OC)ccc1C(=O)OC (stereo not drawn)	/	-6%	17	13%	2%	-9%	23%	?	-10	-28%	0%
Cc1ccc([N+](=O)[O-])cc1NC(=O)c1c(-c2ccccc2)noc1C	/	1%	8	3%	15%	/	1%	1%	-1	-2%	-4%
CCOc1ccc(S(=O)(=O)Nc2ccc(F)cc2)c(C)c1C	14%	-10%	-9	22%	-1%	-6%	24%	?	-24	-25%	0%
CC(C(=O)Nc1ccccc1-c1ccccc1)N1CCN(S(=O)(=O)c2ccccc2)CC1 (stereo not drawn)	-9%	-1%	1	-7%	0%	4%	18%	?	17	1%	0%
CCCC(=O)Nc1ccc(C(=O)COC(=O)C2CC2C)cc1 (stereo not drawn)	/	0%	-25	/	/	-3%	10%	4%	/	8%	/
CCOC(=O)c1c(C)nc2ncccn12	0%	/	-7	-2%	-3%	2%	-3%	/	/	/	3%
Cc1ccc(NC(=O)c2nnn(CC(=O)Nc3ccccc3)c2N)cc1C	-15%	0%	5	10%	3%	-8%	-7%	-7%	1	3%	0%
CC(C)OCCCNC(=O)c1ccc(NC(=O)C2=CSCCO2)cc1	/	0%	-5	/	10%	3%	-1%	?	-4	-3%	-4%
Cc1c(C(=O)N2CCN(C(=O)c3ccccc3)CC2)oc2ccc(F)cc12	/	0%	0	/	/	4%	0%	?	-23	-5%	/
Nc1nc(CSc2nc3ccccc3[nH]2)cs1	9%	0%	-3	-3%	6%	3%	7%	4%	-3	6%	2%
COc1ccc(S(=O)(=O)N2CCOCC2)cc1NC(=O)Cc1coc2cc(C)ccc12	/	-1%	-1	/	/	-4%	7%	0%	-7	3%	/
CN1C(=O)C(Cc2cnc[nH]2)NC1=S (stereo not drawn)	-8%	4%	-4	/	7%	6%	-1%	-1%	-4	9%	0%
CCOc1ccc(NC(=O)c2cc(C)nc3ccccc23)cc1	9%	1%	/	-2%	-3%	2%	6%	2%	2	6%	-9%
Cc1sc(NC(=O)c2ccco2)c(CN2CCN(c3ccccc3)CC2)c1C	4%	?	0	-2%	6%	-9%	-4%	6%	-15	28%	2%
CCn1cc(Cl)c(C(=O)N2N=C3/C(=C/c4cccs4)CCCC3C2c2cccs2)n1 (stereo not drawn)	-25%	-1%	-1	11%	-4%	-17%	23%	?	54	-15%	-1%
O=C1C2C3C=CC(C3=C3CCCCC3)C2C(=O)N1c1ccccc1 (stereo not drawn)	-20%	-7%	11	9%	4%	-1%	1%	17%	-11	?	0%

3 of the entries above in order of the ASM inhibitor value, ascending.
| Compound | Menin MLL FP TR | PKM2 activator | ASM inhibitor | TSHR antag | Eya2 inh | GALK inhibitor |
| --- | --- | --- | --- | --- | --- | --- |
| CCn1cc(Cl)c(C(=O)N2N=C3/C(=C/c4cccs4)CCCC3C2c2cccs2)n1 (stereo not drawn) | -25% | 11% | -17% | 54 | -15% | -1% |
| Cc1ccccc1COC(=O)c1cc([N+](=O)[O-])ccc1N1CCOCC1 | / | -3% | -14% | -10 | -8% | -6% |
| CN(C)/C=C/C(=O)c1ccc(N2CCN(c3ncc(C(F)(F)F)cc3Cl)CC2)cc1 | 1% | 2% | 104% | -1 | 4% | 0% |
